Assay outcomes deposited in PubChem BioAssay by several laboratories.
CHOP inh – CHOP inhibition in unfolded protein response; CHO-K1 CHOP-promoter luciferase, tunicamycin-induced, 15-18 h; inhibition, % at 10 µM; 3.8% of 220,000 active; AID 2732;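 active means compounds that reduced the stress-induced luciferase reporter signal by more than about 70% of percent inhibition, limit read from the data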;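 further: 0% = tunicamycin plus vehicle and 100% = wells without tunicamycin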
NPY-Y2 PAM-ag – human NPY-Y2 potentiation or agonism, primary screen; P49146; cells expressing NPY-Y2, potentiator/agonist read-out; activation, % at 3.6 µM; 0.45% of 220,000 active; AID 1359; in the data active means activation above about 27%;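 further: cells stimulated with NPY near EC25 plus isoproterenol at EC100; 0% = vehicle plus submaximal agonist and 100% = vehicle plus saturating agonist; some results beyond the cut were filed as inactive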
Target sequence (P49146 whole entry, looked up): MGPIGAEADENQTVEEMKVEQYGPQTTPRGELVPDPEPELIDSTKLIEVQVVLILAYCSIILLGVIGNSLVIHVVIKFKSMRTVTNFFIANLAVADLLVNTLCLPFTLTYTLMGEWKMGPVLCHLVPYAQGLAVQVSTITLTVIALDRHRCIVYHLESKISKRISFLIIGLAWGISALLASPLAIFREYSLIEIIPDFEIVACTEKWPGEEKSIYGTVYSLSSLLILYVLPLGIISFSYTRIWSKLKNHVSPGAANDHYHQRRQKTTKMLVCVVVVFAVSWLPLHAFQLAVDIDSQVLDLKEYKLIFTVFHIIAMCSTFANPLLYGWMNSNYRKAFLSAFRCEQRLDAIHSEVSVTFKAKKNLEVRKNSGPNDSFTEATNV
NPY1 pot ag – human NPY-Y1 potentiation or agonism, primary screen; P25929; NPY-Y1 expressing cells, potentiator/agonist activation; activation, % at 3.6 µM; 0.37% of 220,000 active; in the data active means activation above about 33%, passing the limit was not always enough;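 further: cells stimulated with NPY at EC10 then isoproterenol at EC100; 0% = low agonist plus stimulus and 100% = saturating agonist plus stimulus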
Ba/F3 V617F tox – loss of viability in JAK2V617F-driven Ba/F3 cells | Ba/F3 EpoR-JAK2V617F viability, ATP luminescence | inhibition, % at 5.6 µM | 1.1% of 220,000 active | AID 1446;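 active means inhibition above the campaign mean plus 3 SD over all tested compounds, cut at about 24% in these data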;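 further: cytokine-independent growth of Ba/F3 cells driven by EpoR plus mutant JAK2; 0% = DMSO-treated cells and 100% = JAK inhibitor I control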
S1P4 agonist – activates the human S1P4 receptor | S1P4-expressing cell line, agonist reporter assay | O95977 | AID 1509 | 0.35% of 220,000 active | activation, % at 4.98 µM; in the data active means activation above about 11%;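 further: 0% = DMSO vehicle and 100% = reference agonist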
Target sequence (O95977 whole entry, looked up): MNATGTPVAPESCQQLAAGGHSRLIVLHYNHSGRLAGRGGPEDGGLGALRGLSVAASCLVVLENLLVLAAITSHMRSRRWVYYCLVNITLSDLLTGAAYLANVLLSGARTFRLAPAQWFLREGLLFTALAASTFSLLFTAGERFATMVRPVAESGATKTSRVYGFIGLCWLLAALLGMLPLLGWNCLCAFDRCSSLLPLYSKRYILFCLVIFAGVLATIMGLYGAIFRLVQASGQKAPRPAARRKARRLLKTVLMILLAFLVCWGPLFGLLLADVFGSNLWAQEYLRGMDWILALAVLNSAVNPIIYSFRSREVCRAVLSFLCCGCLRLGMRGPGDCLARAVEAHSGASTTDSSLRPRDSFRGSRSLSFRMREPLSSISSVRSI
BaF3 tox – parental Ba/F3 viability inhibition as JAK2V617F counter-screen. 1.1% of 220,000 active. CellTiter-Glo ATP luminescence. inhibition, % at 5.6 µM;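 active means inhibition above a per-campaign cutoff, the mean inhibition of all tested compounds plus 3 SD, cut at about 27% in these data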;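 further: 0% = DMSO wells and 100% = JAK Inhibitor I control wells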
S1P4 antag – human S1P4 receptor antagonism. O95977. S1P4-expressing cells, antagonist mode, reporter read-out. inhibition, % at 4.98 µM. 0.26% of 220,000 active. AID 1510; in the data active means inhibition above about 29%;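 further: 0% = wells stimulated with agonist and 100% = vehicle wells without agonist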
p47phox inh – blocks human p47phox regulatory protein of NADPH oxidases. AID 1274. 0.53% of 220,000 active. inhibition, % at 24.7 µM. p47phox/p22phox peptide binding, fluorescence polarization, 2 h;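 active means inhibition above about 30%, limit read from the data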;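 further: 0% = p47phox with labelled peptide and 100% = labelled peptide alone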
NPY Y1 blocker – blocks the human neuropeptide Y Y1 receptor; P25929; HEK293-CNG Y1 cells, membrane potential fluorescence; NPY at EC95, then isoproterenol; inhibition, % at 3.6 µM; 1% of 200,000 active;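 active means inhibition above the campaign mean inhibition of all tested compounds plus 3 SD, cut at about 20% in these data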;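 further: 0% = DMSO wells given NPY plus isoproterenol and 100% = isoproterenol alone without NPY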
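Material: HEK293 cells with Y1 receptor plus CNG channel; times: compound incubation 1 h at room temperature, readout 45 min post-stimulation; signal: fluorescence, membrane potential probe; read-out basis: fluorescence ratio normalized to % inhibition between controls; benchmarks: full-block control isoproterenol-only wells, zero-block control NPY plus isoproterenol wells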
* = called active by the depositor; · = not tested or not shown. Hits appear at their usual frequency; overall some 7.1% were active at least once.

SMILES	CHOP inh	NPY-Y2 PAM-ag	NPY1 pot ag	Ba/F3 V617F tox	S1P4 agonist	BaF3 tox	S1P4 antag	p47phox inh	NPY Y1 blocker
Cc1cc2c(NS(=O)(=O)c3ccc(F)cc3)cccc2nn1	7	14	7	-2	116*	1	-6	-3	·
O=C(Nc1cccc(S(=O)(=O)Nc2ccc(Cl)cc2)c1)c1cc2c(s1)CCCC2	76*	27	18	-2	1.0	5	-3	-16	-5
CC1(C)NC(=O)N(CC(O)COc2ccccc2C(=O)N2CCCCC2)C1=O (stereo not given)	17	4	4	-2	4.0	1	-17	-6	5
Nc1nnc(CSCc2ccc(Cl)cc2Cl)s1	14	5	-5	1	-0.3	4	-16	-2	4
Cc1nc(-c2ccccn2)sc1C(=O)Nc1ccc(F)cc1	5	-5	-9	-4	0.1	1	-10	-18	0
Cc1ccc(S(=O)(=O)N2CCCCC2)cc1NC(=O)c1ccc2ccccc2n1	26	2	-2	1	0.3	7	-17	-48	-4
Cc1cc2ccccc2cc1CN1CCOCC1	30	0	-5	1	0.5	9	7	10	4
O=C(Oc1c(-c2ccccc2)c(=O)n2c3c(cccc13)CC2)c1ccccc1	14	-42	-28	1	1.2	-7	6	-6	·
Cc1cc(OCC(=O)Nc2ccc3c(c2)OCCO3)cc(C)c1Cl	-11	-12	-29	0	1.6	7	11	-14	14
Cc1cc(C(=O)OCC(=O)Nc2cccc(S(=O)(=O)N3CCOCC3)c2)c(C)o1	7	-4	-3	-6	-0.3	1	7	-7	-4
CCOC(=O)c1ccc(CC(=O)c2ccc(O)c(O)c2O)o1	21	-2	-9	3	-0.6	3	22	6	2
COc1ccc(NC(=O)CSc2[nH]c(=O)cc(C)c2C#N)cc1OC	-16	-18	-26	2	-0.1	7	-9	-5	-9
O=C(Nc1csc([N+](=O)[O-])c1)Nc1ccccc1Cl	20	-8	1	-2	-2.4	-1	6	-6	·
CC(=O)c1cc(-c2ccccc2)n(CC(=O)N2CCN(C3CCCC3)CC2)c1C	8	16	-34	-5	-0.9	-2	-21	-2	2
O=C(c1ccc2nccnc2c1)N1CCN(Cc2ccc3c(c2)OCO3)CC1	28	6	2	-2	-1.0	4	-6	-5	-1
CCOC(=O)CC(NC(=O)c1cccc2c1C(=O)N(Cc1cccnc1)C2)c1ccc(OCC)c(OC)c1 (stereo not given)	7	-4	-10	6	1.9	9	-30	-5	2
CCCn1c(SCc2ccc(Cl)cc2)nc2c1c(=O)[nH]c(=O)n2C	82*	-8	-33	0	0.2	-1	4	-5	24*
COc1ccc(/C=N/NC(=O)c2snnc2C)c(OC)c1OC	14	-3	9	-3	-0.5	1	-18	7	-2
Cc1cc(=O)oc(C)c1C(=O)N1CCN(C)CC1	17	12	-7	-2	0.0	2	-1	2	-5
O=C(CCCl)Nc1cc(SCCO)cc([N+](=O)[O-])c1	-27	6	5	-4	0.8	-1	-4	-5	-2
COc1ccc(OCCOC(=O)c2nc3nccc(C)n3n2)cc1	-10	5	0	-1	-2.6	8	-5	-8	-1
CCN(CC)c1ccc(NC(=O)CN2C(=O)CSc3ncccc32)c(C)c1	61	18	4	-2	1.3	8	-27	-13	-2
Clc1ccc(Cc2noc(Cc3ccccc3)n2)cc1Cl	63	-14	-5	4	0.9	3	-14	-8	10
O=C(CCc1ccc(S(=O)(=O)N2CCOCC2)cc1)N/N=C/c1ccc(O)c(O)c1O	-10	-4	25	2	-0.1	9	8	-6	10
CCOC(=O)C1CCCN(C(=O)c2cc(Nc3ccc(OC)c(OC)c3)nc3ccccc23)C1 (stereo not given)	18	3	20	0	-2.6	2	-1	-14	-1

Other compounds follow.
SMILES	CHOP inh	NPY-Y2 PAM-ag	NPY1 pot ag	Ba/F3 V617F tox	S1P4 agonist	BaF3 tox	S1P4 antag	p47phox inh	NPY Y1 blocker
Cc1ccc(C(=O)NCCn2cc(SCC(=O)Nc3cc(C)on3)c3ccccc32)cc1	46	-3	-3	-3	1.6	8	5	-4	1
CC1CCCC(C)N1C(=O)Cn1c(SCC(=O)NCc2ccc3c(c2)OCO3)nc2ccccc21 (stereo not given)	4	-12	-4	0	-1.8	11	-3	-6	1
O=C(CN(Cc1ccc2c(c1)OCO2)C(=O)CNS(=O)(=O)c1ccccc1)NCc1ccco1	25	0	8	-4	0.8	2	-10	-8	5
CCS(=O)(=O)c1ccc2oc(SCC(=O)N3c4ccccc4CC3C)nc2c1 (stereo not given)	10	-2	-9	1	-1.4	6	16	-10	10
CC(=O)Nc1ccc(S(=O)(=O)c2c(N)n(CCN3CCOCC3)c3nc4ccccc4nc23)cc1	-2	8	-9	1	-0.1	6	-9	-9	-4
CNC(=O)CNC(=O)Nc1ccc(C)cc1	-5	-5	-18	2	-0.3	5	-3	-1	2
O=C(CCNS(=O)(=O)c1ccc(Br)s1)N1CCN(c2ccccc2)CC1	29	-8	10	3	0.6	1	-9	-8	2
COc1ccc(-n2c(=O)c(CCC(=O)N(C)Cc3ccccc3C)nc3ccccc32)cc1	29	5	-2	0	-0.3	4	-8	-76	7
O=C(CSc1nc2ccccc2c(=O)[nH]1)NCc1ccc(Cl)cc1	2	-10	-19	-2	-1.6	5	2	-33	3
COc1ccc(Oc2coc3cc(OC(=O)/C=C/c4ccccc4)ccc3c2=O)cc1	33	9	-7	-2	0.3	7	9	-153	-5
O=C(O)c1ccc(NC2=C(n3nnc4ccccc43)C(=O)c3ccccc3C2=O)cc1	25	4	24	-2	1.2	1	-5	-8	·
CSc1nc2ncc3c(n2n1)CC1c2ccccc2CCN1C3=O (stereo not given)	7	-17	0	1	1.9	10	-22	-18	3
COc1ccc(C(=O)NC2CCN(C(=S)Nc3cc(C)ccc3C)CC2)cc1	-43	0	-14	-2	0.1	2	-6	-5	3
CCOC(=O)c1[nH]c2cc3c(cc2c1NC(=O)CN1CCC(C)CC1)OCO3	-14	-1	-1	4	1.4	11	5	1	4
S=c1[nH]ncn1/N=C/c1cccc(Oc2ccccc2)c1	7	-1	-4	-1	1.7	6	-4	-17	2
CCN(C(=O)CSc1nnc(Nc2cccc(C)c2C)s1)C1CCS(=O)(=O)C1 (stereo not given)	15	0	20	1	1.7	4	-14	-1	-3
COC(=O)CCc1nc2ccccc2nc1OC	-11	-16	-13	-1	2.4	0	-1	-5	-7
CCN1C(=O)N(C)C2(c3ccccc3)N(C)C(=O)N(C)C12c1ccccc1 (stereo not given)	27	18	-5	0	1.9	6	-7	-15	1
Cc1nn2c(N)csc2nc1=O	2	16	4	-2	2.1	5	-7	-63	-2
COC(=O)CCC(=O)Nc1cccc(Cl)c1	60	-4	-3	-3	-0.4	-1	-31	-11	-5
CCOC(=O)CCP(=O)(O)C(O)c1ccc(OC)cc1 (stereo not given)	27	2	2	1	1.3	5	-12	0	10
CCSc1nnc(NC(=O)c2c(-c3ccccc3Cl)noc2C)s1	-19	-12	-6	0	0.1	3	-5	-12	2
Cc1nc(C(=O)N(C)C)nn1-c1cc(Cl)ccc1Cl	17	9	8	0	2.1	-3	-8	-6	4
CC1(C)SCC(C(=O)O)N1C=O (stereo not given)	25	-2	3	1	-0.1	2	7	-10	-4
COc1ccc(-n2c(SCC(N)=O)nnc2-c2ccccc2F)cc1	12	7	-1	0	-3.0	6	-6	-5	-2

4 records picked at random from the list so far, as already listed:
SMILES	CHOP inh	NPY-Y2 PAM-ag	NPY1 pot ag	Ba/F3 V617F tox	S1P4 agonist	BaF3 tox	S1P4 antag	p47phox inh	NPY Y1 blocker
Cc1nn2c(N)csc2nc1=O	2	16	4	-2	2.1	5	-7	-63	-2
CCOC(=O)CCP(=O)(O)C(O)c1ccc(OC)cc1 (stereo not given)	27	2	2	1	1.3	5	-12	0	10
Clc1ccc(Cc2noc(Cc3ccccc3)n2)cc1Cl	63	-14	-5	4	0.9	3	-14	-8	10
COc1ccc(/C=N/NC(=O)c2snnc2C)c(OC)c1OC	14	-3	9	-3	-0.5	1	-18	7	-2

Other records follow:
SMILES	CHOP inh	NPY-Y2 PAM-ag	NPY1 pot ag	Ba/F3 V617F tox	S1P4 agonist	BaF3 tox	S1P4 antag	p47phox inh	NPY Y1 blocker
C=CCc1cccc(/C=N/n2c(C)nnc2C)c1O	-10	-7	12	1	-1.6	-1	-6	-9	1
Cc1nc2cc3nc(C(F)(F)F)[nH]c3cc2[nH]1	19	1	9	-1	0.8	5	5	-8	-1
COc1ccc(C2CC(c3ccccc3)=NN2C(=O)COC(=O)CNC(=O)c2ccccc2)cc1 (stereo not given)	44	4	25	1	1.0	5	-10	-34	9
O=C(N1CCN(c2ccccc2)CC1)C(F)(F)C(F)(F)F	13	1	1	-4	-0.5	-1	-23	-3	-5
Cc1cc(Cl)ccc1OCC(=O)N(Cc1ccco1)C1CCS(=O)(=O)C1 (stereo not given)	7	7	12	0	2.2	2	-4	-6	·
CC#CCCc1nc2ccccc2c(=O)n1N	-5	3	7	-2	-0.3	5	-16	-9	-1
CN(C)S(=O)(=O)c1ccc(C(=O)OCC(=O)Nc2sc3c(c2C#N)CCCCC3)cc1	-31	-1	-1	0	0.9	0	-17	-24	2
CC(C)NS(=O)(=O)c1ccc(OCC(N)=O)c(Cl)c1	-18	5	-5	-3	2.4	-2	-13	-1	-3
O=C1CCC(=O)N1c1nc2n(n1)C(c1ccccc1)C=C(c1ccc(Br)cc1)N2 (stereo not given)	54	7	89*	1	-2.4	-3	4	-12	-6
O=C(COc1ccc(C(=O)Nc2ccc(Cl)cc2)cc1)NCc1ccccc1	77*	-4	-8	-3	-0.9	3	-5	-16	2
COc1ccccc1NC(=O)Cn1cnc2c1c(=O)n(C)c(=O)n2C	-26	21	-10	0	0.8	1	8	-6	2
COc1ccc(-c2c(C)nn3c(N4CCC5(CC4)OCCO5)cc(C)nc23)cc1OC	-1	-9	15	-1	-0.6	8	4	-9	2
CCN1C=C(C(=O)OC)C(c2cccc(OC)c2OC)C(C(=O)OC)=C1	0	6	9	-1	7.6	5	1	·	2
COC(=O)c1ccc(C2/C(=C(/O)c3ccc(OC(C)C)cc3)C(=O)C(=O)N2c2cc(C)on2)cc1 (stereo not given)	-1	-10	1	-3	0.1	-1	-13	-15	-3
CCOCCCn1c(=N)c(C(=O)NCc2ccc3c(c2)OCO3)cc2c(=O)n3cccc(C)c3nc21	-28	12	0	-1	0.0	8	-20	9	0
CCOC(=O)Cn1nc(C)c(NC(=O)c2cccc([N+](=O)[O-])c2)c1C	-13	6	20	-4	0.9	0	-11	0	-1
COc1ccccc1C(=O)N1CCN(c2nc3cc(C)c(C)cc3cc2C#N)CC1	53	6	-5	1	0.6	10	-13	-51	-5
COC(=O)Cc1csc(NC(=O)CSc2nnc3ccccn23)n1	3	20	14	-1	0.3	1	-14	-3	-1
CNC(=O)COC(=O)/C=C/c1cn(-c2ccccc2)nc1-c1ccc(C)o1	3	2	3	-2	0.7	3	7	-29	·
N#Cc1nc(-c2cccc(Cl)c2)oc1NCc1cccnc1	26	-11	-3	9	0.1	11	15	-4	3
Cn1nnnc1SCC(=O)Nc1nn(-c2ccccc2)nc1C(N)=O	-4	-5	-2	3	1.0	2	4	-1	-1
Cc1ccc(C)c(NC(=S)N/N=C/C(C)c2ccccc2)c1 (stereo not given)	-10	10	-9	-1	-0.4	7	-2	-28	1
CCOC(=O)N1CCC(NC(=O)c2ccc3snnc3c2)CC1	-8	-4	-7	0	0.9	7	-3	-11	-4
CCCc1cc(C(=O)O)c2ccccc2n1	-5	-7	12	-2	-2.8	4	9	10	3
Cc1cc(NC(=O)CCC(=O)N(CC(=O)NC2CCCC2)Cc2ccccc2Cl)no1	3	7	3	-1	-0.2	6	8	-1	11
O=c1cc(-c2ccccc2)oc2ccc(O)cc12	-3	9	9	-1	0.0	-4	-24	-15	·
